PPARg SRC3 recr: PPARgamma agonists recruiting SRC-3 coactivator, primary screen, biochemical; Peroxisome proliferator-activated receptor gamma (Homo sapiens), P37231; AID 731, 2007; biochemical PPARgamma/SRC-3 coactivator recruitment assay; 200,000 compounds, 0.26% hits; activation, % at 8 µM; in the data active = activation above about 23%;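 note: 0% = DMSO and 100% = reference agonist; some compounds past the cut are filed as inactive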
Efa HMGR inh: inhibitors of E. faecalis class II HMGR, primary screen, biochemical, Enterococcus faecalis. HMG-CoA reductase (Enterococcus faecalis, mvaE). purified E. faecalis HMGR, NADPH absorbance 340 nm kinetic. inhibition, % at 10 µM. 190,000 compounds, 0.41% hits. AID 1066, 2008;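 active = inhibition above a set limit, the median over all tested compounds plus 3 SD, cut at about 9.5% in these data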;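 note: enzyme runs in reverse so mevalonate oxidation gives rising NADPH absorbance; 0% = complete reaction with DMSO and 100% = background rate lacking mevalonate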
SRC2 TRFRET art: TR-FRET signal artefacts, primary screen, artefact control for PPARgamma SRC-2 agonist project, biochemical | TR-FRET ratio at 8 µM | TR-FRET artefact counter-screen; stronger effect = higher value | 200,000 compounds, 0.4% hits; in the data active = TR-FRET ratio above about 2000; note: inactives centre near 1500
bIAP inh: bovine intestinal alkaline phosphatase inhibitors, primary screen, selectivity assay for TNAP inhibitor project, biochemical, bovine IAP, CDP-star luminescence; alkaline phosphatase, intestinal [Bos taurus]; purified bovine IAP, 30 min; inhibition, % at 20 µM; 190,000 tested, under 10 active; AID 1019, 2008;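 active = over 50% inhibition of intestinal alkaline phosphatase at 20 µM in the single-dose screen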
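System: Purified bovine intestinal alkaline phosphatase (IAP) enzyme | Input: IAP diluted 1/65,000,000 in the well | Also added: CDP-star chemiluminescent phosphatase substrate, 30 µM final | Dosing: 20 µM single dose | Times: Enzyme reaction for 30 min at room temperature | Detection: Luminescence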
DTT redox prof: compounds producing H2O2 with reducing agent – biochemical, NIH compound library profiling, artefact control for MLSCN library redox annotation, primary screen | 200,000 compounds, 0.03% hits | activation, % at 10 µM | DTT-dependent redox cycling H2O2, phenol red/HRP absorbance; 100% = 100 µM peroxide control, 0% = buffer;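 active = activation of at least 50% relative to the plate's high and low controls in the primary single-dose screen; inactive = activation below 50%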;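 note: compound incubated with DTT at 0.8 mM final as the reducing agent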
PPARg SRC-1 ag: PPARgamma agonists recruiting SRC-1 coactivator, primary screen, biochemical. PPARgamma-SRC-1 coactivator recruitment biochemical assay. activation, % at 8 µM. 200,000 compounds, 0.41% hits; in the data active = activation above about 19%;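 note: 0% = DMSO and 100% = reference agonist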
Lmaj promast: Leishmania major promastigote growth inhibition, primary screen. Leishmania major promastigotes, resazurin fluorescence viability. 200,000 compounds, 9% hits. AID 1063, 2008. inhibition, % at 10 µM; in the data active = inhibition above about 50%;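 note: promastigotes grown with compound for 44 hours at 28 °C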
ROMK primary: ROMK potassium channel modulators, primary screen, cell-based, thallium flux, MLSMR library | Tet-inducible ROMK, thallium flux fluorescence; actives lie on both sides | B-score at 10 µM | 130,000 compounds, 2% hits | AID 1918, 2009;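 active = signal ratio slope over the read window, or its plate-corrected B-score, at least 3 SD from the plate mean, either direction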;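 note: B-score of the F/F0 ratio slope over 7 to 12 s after thallium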
Target sequence (P48048 whole entry, looked up): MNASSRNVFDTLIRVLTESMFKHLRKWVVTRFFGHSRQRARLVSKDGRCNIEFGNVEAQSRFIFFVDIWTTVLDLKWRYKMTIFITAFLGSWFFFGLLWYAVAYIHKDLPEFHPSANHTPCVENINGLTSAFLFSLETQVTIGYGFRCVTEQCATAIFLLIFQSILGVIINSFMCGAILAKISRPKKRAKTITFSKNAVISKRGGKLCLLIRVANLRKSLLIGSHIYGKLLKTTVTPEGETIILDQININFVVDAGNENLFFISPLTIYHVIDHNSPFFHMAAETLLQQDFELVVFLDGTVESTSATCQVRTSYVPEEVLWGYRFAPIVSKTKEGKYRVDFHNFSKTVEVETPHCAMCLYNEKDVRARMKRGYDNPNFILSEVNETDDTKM
PPARg SRC-2 ag: agonists of PPARg-SRC-2 recruitment, primary screen, biochemical, HTS | Peroxisome proliferator-activated receptor gamma (Homo sapiens), P37231 | PPARgamma LBD-SRC-2 recruitment | activation, % at 8 µM | 200,000 compounds, 0.34% hits; in the data active = activation above about 22%;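 note: 0% = vehicle and 100% = reference agonist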
S1P3 antag: S1P3 receptor antagonists, primary screen, cell-based | Sphingosine 1-phosphate receptor 3 (Homo sapiens), Q99500 | CHO S1P3 NFAT-BLA reporter, FRET fluorescence, antagonist mode | inhibition, % at 4.98 µM | 170,000 compounds, 0.27% hits;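 active = inhibition above the plate cutoff, the mean inhibition of test wells on that plate plus 3 SD, cut at about 28% in these data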;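 note: cells challenged with S1P at its EC80 of 0.8 µM; blue over green emission ratio from cleaved BLA substrate after 4 h stimulation; 0% = S1P-stimulated wells and 100% = unstimulated DMSO-only wells; some compounds past the cut are filed as inactive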
Target sequence (Q99500 whole entry, looked up): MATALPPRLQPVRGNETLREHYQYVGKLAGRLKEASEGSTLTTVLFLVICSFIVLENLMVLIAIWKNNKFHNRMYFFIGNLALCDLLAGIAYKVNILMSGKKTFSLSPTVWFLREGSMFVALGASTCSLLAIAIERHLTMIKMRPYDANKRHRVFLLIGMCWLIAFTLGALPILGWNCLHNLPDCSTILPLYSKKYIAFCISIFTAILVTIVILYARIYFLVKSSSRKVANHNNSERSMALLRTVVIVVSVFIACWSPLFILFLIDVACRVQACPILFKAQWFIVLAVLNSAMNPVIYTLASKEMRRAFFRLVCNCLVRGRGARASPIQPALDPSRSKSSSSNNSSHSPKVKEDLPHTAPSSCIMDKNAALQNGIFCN
RAM inhibit: inhibitors of the yeast RAM network, primary screen, dse1pr::URA3 reporter, 5-FOA selection; S. cerevisiae dse1pr::URA3 reporter, 5-FOA growth OD615, 2 d; analog-sensitive cbk1-as2 kinase mutant strain; inhibition, % at 50 µM; 190,000 compounds, 1.8% hits; AID 868, 2007;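 active = inhibition above a set limit, 3 SD over mean compound inhibition, cut at about 8.4% in these data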;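 note: 0% = DMSO-only wells with no growth and 100% = 10 µM 1-NA-PP1 full growth; inhibition rescues growth on 5-FOA so higher OD means more RAM inhibition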
Starred values were filed as active, the others as inactive; / = not tested or not shown.

SMILES	PPARg SRC3 recr	Efa HMGR inh	SRC2 TRFRET art	bIAP inh	DTT redox prof	PPARg SRC-1 ag	Lmaj promast	ROMK primary	PPARg SRC-2 ag	S1P3 antag	RAM inhibit
CCN(C(=O)CSc1cc(C)c2ccccc2n1)C1CCS(=O)(=O)C1 (stereo not drawn)	0.7	-5.5	1516	-3.1	-1.0	-5.1	9.4	-0.996	-5.3	-10.2	1.1
Cc1cc(SCC(=O)c2ccc(O)c(O)c2)nc2ccccc12	3.7	1.3	1666	19.4	-0.8	6.6	-11.2	0.233	8.7	8.3	0.2
Cc1cc(C)c(NC(=O)COC(=O)CSc2ccc(Br)cc2C)c(C)c1	-3.6	-1.7	1432	21.4	0.8	0.2	-6.3	-0.0471	-5.3	-7.3	8.2
NC(=O)CCn1ccc2ccccc21	-1.8	-9.0	1574	3.7	-0.5	-0.9	-5.5	0.144	1.3	-16.4	1.8
COCCn1c(SCC(=O)NC2CCCC2)nc2cccnc21	4.7	-3.3	1597	-4.1	-0.9	4.5	-2.8	0.0161	17.4	-5.3	-0.2
Cc1c(C(=O)N2CCc3ccccc32)cnn1C	8.0	11.1*	1521	25.1	-0.2	-0.7	-6.6	-0.108	1.6	-19.8	0.0
CCn1cc([N+](=O)[O-])c(C(=O)Nc2nc(-c3ccc(C)cc3)c(C)s2)n1	1.7	-1.2	1703	8.6	-1.4	3.0	9.3	0.967	1.5	/	2.5
CCNC(=O)CCSc1nnc(-c2ccco2)o1	5.7	-3.3	1793	-2.1	-0.9	8.8	-5.1	0.093	6.8	-12.5	1.5
Cc1ccc(N(C(C)C(=O)N2CCC(C)CC2)S(C)(=O)=O)cc1C (stereo not drawn)	0.7	-2.5	1694	9.5	1.3	1.2	-5.4	0.00583	16.8	-7.8	1.3
CN(c1ccc(C(=O)Nc2ccc3c(c2)OCCO3)cc1)S(C)(=O)=O	6.9	0.5	1651	8.1	0.2	0.6	3.7	-0.139	2.9	/	1.1
O=[N+]([O-])c1cccc(-c2nnc3ccc4ccccc4n23)c1	4.7	-6.0	1586	11.6	-0.1	-0.7	-3.6	-0.372	2.1	-0.8	1.4
Cc1ccc(C)c(-n2c(SCC(=O)Nc3nonc3C)nnc2-c2ccoc2C)c1	-10.8	3.5	1541	1.6	1.8	10.2	24.9	/	-2.3	-4.0	0.6
COc1ccccc1N(CN1CCCC1=O)C(=O)c1ccccc1F	-2.0	5.3	1696	-0.6	-0.7	1.6	-7.7	/	-0.7	-2.6	0.0
COc1cccc(/C=N/NC(=O)COc2cccc3cccnc23)c1O	6.3	2.2	1652	-4.6	-0.5	5.2	30.1	0.333	11.4	-3.6	0.4
Cc1cc(C)cc(OCC(=O)Nc2cccc(C(=O)O)c2)c1	-8.6	-4.2	1355	5.2	0.1	3.1	-7.3	-0.0121	-2.2	/	0.5
Cc1ccc(NC(=S)NN2CCN(C)CC2)c(C)c1	-2.3	-5.0	1622	0.9	-0.3	-2.8	-6.4	/	-2.0	-2.7	0.8
CCn1c(Sc2ccc([N+](=O)[O-])cn2)nnc1-c1ccco1	7.8	-1.9	1503	11.7	-1.1	4.2	9.5	-0.247	7.4	-13.1	-1.4
Cc1ccc(OCC(=O)N(Cc2ccc(N(C)C)cc2)C2CCS(=O)(=O)C2)cc1 (stereo not drawn)	14.9	0.5	1604	-9.3	1.2	21.0*	-3.6	/	10.2	-33.5	-0.6
COCCn1c(N)c(N(Cc2ccccc2)C(=O)Cc2ccccc2F)c(=O)[nH]c1=O	2.1	-0.1	1511	19.1	0.1	2.5	9.6	-0.468	-2.1	-22.1	1.5
O=C(O)CCn1cc(/C=C2/NC(=S)N(c3ccccc3)C2=O)c(-c2ccccc2)n1	-0.1	3.7	1562	8.0	-0.1	-2.5	-8.2	-0.266	-2.6	-6.1	-0.7
O=C(Nc1ccccc1)Nc1nnc(Cc2ccc([N+](=O)[O-])cc2)s1	-9.7	-4.0	1522	8.0	0.8	-5.9	-7.6	/	-8.1	7.5	1.2
COc1cc(/C=N\n2nnnc2N)ccc1OCc1ccc(F)cc1	8.5	2.6	1642	-6.1	-0.1	3.5	-3.2	/	-0.6	9.0	1.7
CCOC(=O)C1CCCN(C(=S)Nc2ccc(F)cc2)C1 (stereo not drawn)	-6.3	0.6	1410	-1.2	-0.2	-0.5	2.7	0.109	-2.2	-18.1	-0.2
COc1cc(NC(=O)Cn2c(-c3cncs3)nc3ccccc32)cc(OC)c1OC	-4.1	0.2	1465	-13.3	-0.7	2.6	0.4	1.34	-1.8	/	0.6
CCOC(=O)CC(N)c1cccc([N+](=O)[O-])c1 (stereo not drawn)	2.1	1.3	1389	9.1	0.6	13.7	-2.2	-0.431	-2.1	-11.2	3.5

More structures:
SMILES	PPARg SRC3 recr	Efa HMGR inh	SRC2 TRFRET art	bIAP inh	DTT redox prof	PPARg SRC-1 ag	Lmaj promast	ROMK primary	PPARg SRC-2 ag	S1P3 antag	RAM inhibit
Brc1c(OCCOCCn2cncn2)ccc2ccccc12	-6.5	-3.7	1417	-8.6	0.5	3.7	65.5*	/	4.6	21.2	-1.1
Cc1cc(C(=O)Nc2ccon2)c(C)o1	1.5	2.7	1408	-16.3	0.1	7.2	-8.0	0.53	1.3	-0.8	1.2
CC(=O)NCCNS(=O)(=O)c1ccc(C)c([N+](=O)[O-])c1	-5.0	0.5	1425	-1.7	0.8	-3.5	-1.0	-0.42	-0.1	-8.1	-0.1
Clc1ccc(OCc2nc3ccccc3[nH]2)cc1	3.0	-1.8	1602	1.2	-1.0	12.6	3.1	/	-0.7	5.5	-0.7
O=C(Nc1nccs1)C1CCN(S(=O)(=O)c2cccnc2)CC1	/	1.1	/	1.1	-1.3	/	1.2	/	/	-27.0	-0.1
COC(=O)/C(=C\Nc1ccc(Cl)cc1Cl)NC(=O)c1ccc(Cl)cc1Cl	-3.3	3.4	1500	12.2	-0.2	-1.1	-7.1	0.589	0.9	/	3.2
CCCc1cc(=O)[nH]c(SCC(=O)NC2CCCCC2)n1	13.7	2.3	1702	11.4	-0.1	5.9	-6.7	-0.0391	8.1	/	1.2
O=C(c1cc2ccccc2cc1OCC(O)CN1CCCCC1)N1CCCCC1 (stereo not drawn)	5.1	0.1	1532	-12.5	-0.8	6.5	-0.2	/	-2.5	6.7	0.1
CCn1c(C)nc2cc(C(=O)NNC(=S)Nc3ccccc3Cl)ccc21	-1.8	-4.0	1644	-17.9	0.6	-0.6	-8.8	/	7.7	1.0	0.4
COc1ccc(NC(C)=O)cc1S(=O)(=O)Nc1ccccc1C(=O)N1CCCC1	0.8	-0.8	1597	-3.5	0.3	-1.9	-1.4	0.76	4.0	-17.9	0.4
Cc1cc(OC(=O)c2ccccc2)c([N+](=O)[O-])c(=O)[nH]1	4.5	-2.4	1611	5.5	0.1	8.0	-3.0	/	5.2	7.0	-0.4
CC(C)OP(=O)(OC(C)C)C(C)NC(=O)Cc1ccccc1 (stereo not drawn)	2.0	-7.4	1576	-8.0	0.0	-7.7	-7.3	0.253	-2.5	2.8	0.4
CSC1=NSC2=NC(=O)/C(=C/c3coc4ccccc4c3=O)C(=N)N12	17.1	-1.6	1440	1.9	0.1	6.6	-6.2	/	4.7	-5.3	3.0
Oc1ccccc1/C=N/Nc1cc(N2CCCC2)nc(N2CCCC2)n1	-4.1	-3.3	1717	15.0	0.5	2.6	96.1*	/	8.9	-8.6	0.2
CCNCc1cc([N+](=O)[O-])ccc1OCC	2.4	-7.0	1617	-15.1	0.1	1.4	-1.9	/	4.7	-5.8	2.3
O=C(c1ccccc1)N1CCN(CC2CC=CCC2)CC1 (stereo not drawn)	7.4	-2.8	1561	7.5	2.5	9.3	70.2*	/	6.7	11.4	2.6
CCOC(=O)c1c(/N=C/c2ccc(C)cc2O)sc2c1CCC2	3.9	2.0	1649	8.3	0.9	1.2	-5.6	-2.44*	2.5	1.6	0.8
Cc1ccc(CN2CN(S(=O)(=O)c3cccs3)c3nc4ccccc4nc32)cc1	0.1	-3.9	1363	4.9	4.0	-8.5	-0.2	/	-3.0	/	6.2
Cc1cc(=O)oc2cc3c(cc12)OCCN3	3.1	-5.2	1670	-22.9	-0.4	4.1	-0.2	/	7.0	-52.2	2.0
COCc1cc(/C=N\NC(=O)COc2ccccc2)ccc1OC	-0.1	-5.7	1612	-16.8	-0.4	-0.6	-0.4	1.06	0.8	-15.5	2.8
COc1cccc(-c2nc(N3CCC(C)CC3)c3ccccc3n2)c1O	-0.8	-0.2	1498	4.3	1.2	15.3	30.5	0.282	9.2	/	-1.4
COn1c(=O)c(-c2ccc(Cl)cc2)[n+]([O-])c2ccccc21	2.4	0.3	1378	11.9	2.1	6.2	-2.6	/	4.6	0.5	4.0
CC(C)CCn1c(=S)[nH]c2ncccc2c1=O	5.6	-4.5	1472	-10.7	-0.8	3.8	-5.6	/	-4.6	-30.9	4.2

In the list so far, these have an aryl methoxy group:
SMILES	PPARg SRC3 recr	Efa HMGR inh	SRC2 TRFRET art	bIAP inh	DTT redox prof	PPARg SRC-1 ag	Lmaj promast	ROMK primary	PPARg SRC-2 ag	S1P3 antag	RAM inhibit
COc1ccccc1N(CN1CCCC1=O)C(=O)c1ccccc1F	-2.0	5.3	1696	-0.6	-0.7	1.6	-7.7	/	-0.7	-2.6	0.0
COc1cccc(/C=N/NC(=O)COc2cccc3cccnc23)c1O	6.3	2.2	1652	-4.6	-0.5	5.2	30.1	0.333	11.4	-3.6	0.4
COc1cc(/C=N\n2nnnc2N)ccc1OCc1ccc(F)cc1	8.5	2.6	1642	-6.1	-0.1	3.5	-3.2	/	-0.6	9.0	1.7
COc1cc(NC(=O)Cn2c(-c3cncs3)nc3ccccc32)cc(OC)c1OC	-4.1	0.2	1465	-13.3	-0.7	2.6	0.4	1.34	-1.8	/	0.6
COc1ccc(NC(C)=O)cc1S(=O)(=O)Nc1ccccc1C(=O)N1CCCC1	0.8	-0.8	1597	-3.5	0.3	-1.9	-1.4	0.76	4.0	-17.9	0.4
COCc1cc(/C=N\NC(=O)COc2ccccc2)ccc1OC	-0.1	-5.7	1612	-16.8	-0.4	-0.6	-0.4	1.06	0.8	-15.5	2.8
COc1cccc(-c2nc(N3CCC(C)CC3)c3ccccc3n2)c1O	-0.8	-0.2	1498	4.3	1.2	15.3	30.5	0.282	9.2	/	-1.4

Compound activity from PubChem.
